# M1 ag parental – counter-screen for M1 agonists: effect in parental CHO-K1 cells; AID 602248, 2012; Fluo-8 calcium fluorescence; scaled to maximal ATP response, vehicle zero; 360,000 tested, 0.48% active; activation, % at 3 µM; in the data active = activation above about 15%;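 also: untransfected CHO-K1 host cells lacking M1 receptor as counterscreen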
# M4 PAM – human M4 muscarinic receptor positive allosteric modulators, primary screen, CHO-K1 cells, Fluo-8 calcium fluorescence; Muscarinic acetylcholine receptor M4 (Homo sapiens), P08173; 360,000 tested, 0.4% active; CHO-K1 hM4/Gqi5, ACh EC20; 0% = ACh EC20, 100% = maximal ACh; AID 624126, 2012; activation, % at 3 µM;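 active = activation above its plate's cutoff, the mean activation of sample wells plus 3 SD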; also: some results filed as inactive read as strong as hits
# Target sequence (P08173 whole entry, looked up): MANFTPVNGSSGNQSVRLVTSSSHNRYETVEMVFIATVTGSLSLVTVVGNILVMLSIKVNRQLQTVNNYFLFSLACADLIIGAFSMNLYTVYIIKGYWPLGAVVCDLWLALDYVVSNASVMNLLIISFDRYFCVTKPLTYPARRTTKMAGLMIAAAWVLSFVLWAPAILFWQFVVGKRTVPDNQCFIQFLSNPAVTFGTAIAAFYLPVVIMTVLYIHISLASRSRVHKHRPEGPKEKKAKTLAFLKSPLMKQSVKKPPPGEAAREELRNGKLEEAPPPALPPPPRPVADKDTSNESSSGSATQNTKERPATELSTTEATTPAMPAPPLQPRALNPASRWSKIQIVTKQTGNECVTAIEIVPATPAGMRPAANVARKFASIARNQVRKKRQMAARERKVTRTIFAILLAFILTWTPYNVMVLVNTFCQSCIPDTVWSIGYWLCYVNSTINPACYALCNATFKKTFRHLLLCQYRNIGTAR
# CHRM5 antagonist – human M5 muscarinic receptor antagonists, primary screen, CHO cells, Fluo-8 calcium fluorescence; Muscarinic acetylcholine receptor M5 (Homo sapiens), P08912; CHO-hM5 cells, ACh EC80; inhibition, % at 3 µM; 360,000 tested, 0.59% active; AID 624040, 2012;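 active = inhibition above a per-plate cutoff, the mean of that plate's test compounds plus 3 SD, cut at about 27% in these data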;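 also: 0% = acetylcholine EC80 with DMSO and 100% = DMSO without agonist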
# Target sequence (P08912 whole entry, looked up): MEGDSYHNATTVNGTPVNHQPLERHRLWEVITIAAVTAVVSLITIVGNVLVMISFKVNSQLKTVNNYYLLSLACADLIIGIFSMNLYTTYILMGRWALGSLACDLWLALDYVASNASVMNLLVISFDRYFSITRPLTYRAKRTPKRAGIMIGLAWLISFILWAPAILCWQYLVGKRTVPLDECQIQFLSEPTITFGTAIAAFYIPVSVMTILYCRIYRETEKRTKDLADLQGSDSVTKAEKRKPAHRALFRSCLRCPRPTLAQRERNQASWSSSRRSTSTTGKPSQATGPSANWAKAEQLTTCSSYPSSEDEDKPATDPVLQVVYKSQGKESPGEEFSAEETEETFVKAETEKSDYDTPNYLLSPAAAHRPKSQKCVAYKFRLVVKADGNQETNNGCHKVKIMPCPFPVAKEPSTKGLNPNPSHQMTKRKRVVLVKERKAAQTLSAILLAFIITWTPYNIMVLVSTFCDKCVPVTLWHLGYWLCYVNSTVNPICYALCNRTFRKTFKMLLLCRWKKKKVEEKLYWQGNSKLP
# CHO-K1 Ca antag – counter-screen for M1 antagonists: effect in parental CHO-K1 cells. AID 602250. 360,000 tested, 0.6% active. ATP-induced calcium, Fluo-8 fluorescence. inhibition, % at 3 µM;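 active = inhibition above a per-plate cutoff, the plate's mean sample inhibition plus 3 SD, cut at about 24% in these data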;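 also: 0% = DMSO plus EC80 ATP and 100% = DMSO alone without ATP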
# M5 ag – human M5 muscarinic receptor agonists, primary screen, CHO-K1 cells, Fluo-8 calcium fluorescence | CHO-K1 hM5 cells; 0% DMSO wells, 100% maximal acetylcholine response | activation, % at 3 µM | 360,000 tested, 0.19% active | AID 624037, 2012;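 active = activation above the run's mean over test compounds plus 3 SD, cut at about 23% in these data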;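 also: signal is peak over basal fluorescence ratio across the kinetic read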
# CHO-K1 Ca PAM – nonselective calcium activators in parental CHO-K1 cells, primary screen, counter-screen for M1 PAM project, cell-based, Fluo-8 calcium fluorescence, full deck, 1536-well | activation, % at 3 µM | AID 602247, 2012 | ATP EC20; 0% at ATP EC20, 100% at ATP max | 360,000 tested, 0.02% active;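 active = activation above the run cutoff, the mean activation of all test compounds plus 3 SD, cut at about 40% in these data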;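 also: peak over basal fluorescence ratio in a 140 s read after ATP addition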
# M4 ag – human M4 muscarinic receptor agonists, primary screen, CHO-K1 cells, Fluo-8 calcium fluorescence. Muscarinic acetylcholine receptor M4 (Homo sapiens), P08173. CHO-K1 hM4/Gqi5; vehicle 0%, full acetylcholine response 100%. activation, % at 3 µM. 360,000 tested, 0.14% active;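 active = activation above the run mean over all test wells plus 3 SD, cut at about 32% in these data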;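 also: peak over basal fluorescence ratio per well then scaled between controls; 0% = DMSO wells and 100% = acetylcholine at EC100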
# CHRM4 antagonist – human M4 muscarinic receptor antagonists, primary screen, CHO cells, Fluo-8 calcium fluorescence; CHO-hM4 cells, ACh EC80; inhibition, % at 3 µM; 360,000 tested, 0.73% active; AID 624125, 2012;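 active = inhibition above its plate's cutoff, the mean inhibition of sample wells plus 3 SD, cut at about 27% in these data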;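 also: 0% = acetylcholine EC80 with DMSO and 100% = DMSO without agonist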
# M5 PAM – human M5 muscarinic receptor positive allosteric modulators, primary screen, CHO-K1 cells, Fluo-8 calcium fluorescence | AID 624038, 2012 | Muscarinic acetylcholine receptor M5 (Homo sapiens), P08912 | activation, % at 3 µM | 360,000 tested, 0.3% active | CHO-K1 hM5, ACh EC20 PAM; 0% = ACh EC20, 100% = ACh EC100;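 active = activation above the run cutoff, the mean activation of all test compounds plus 3 SD, cut at about 18% in these data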
#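 system = human M5 receptor in CHO-K1 cells | compound = one concentration, 3 µM final (nominal) | schedule = Post-acetylcholine fluorescence recording 140 s | signal = Fluo-8 calcium dye fluorescence, kinetic read | benchmarks = low control EC20 acetylcholine (0%), high control EC100 acetylcholine (100%) | repeats = singlicate, one well per test compound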
# * = called active by the depositor.
SMILES,M1 ag parental,M4 PAM,CHRM5 antagonist,CHO-K1 Ca antag,M5 ag,CHO-K1 Ca PAM,M4 ag,CHRM4 antagonist,M5 PAM
CC(=O)c1oc2ccccc2c1NC(=O)CN1CCCCC1,0.8,4,2,-28,3,9,2,-11,0
CCCOc1ccc(N2C(=O)CC(N(Cc3ccc(OC)cc3)C(=S)Nc3ccccc3)C2=O)cc1 (stereo unspecified),2.0,-8,12,4,2,2,7,-8,-14
CC(=O)Nc1ccc(Nc2ncnc(N)c2[N+](=O)[O-])cc1,-0.1,-2,10,0,1,6,1,-2,-6
COc1ccc(C(=O)Nc2ccccc2C(=O)Nc2cccc(C)n2)cc1,1.4,-8,9,-12,-13,26,4,-4,-1
CCCC(c1nnnn1C(C)(C)C)N1CCN(Cc2ccccc2OC)CC1 (stereo unspecified),-0.4,2,4,-12,-1,18,0,1,2
COc1nc(OC)nc(N2CCC(NC(=O)C(Cc3cccc(OC)c3OC)NC(C)=O)CC2)n1 (stereo unspecified),-0.5,6,2,-5,-1,-8,0,-2,6
CCOC(=O)CNC(=O)c1ccccc1,-0.5,21,-7,-8,4,12,1,-5,7
CCc1nnc(NC(=O)C(C)Sc2ccccc2)s1 (stereo unspecified),-0.5,6,-2,-12,-3,8,-1,-4,1
Cc1cccc(OCc2nnc(SCC(=O)NCC3CCCO3)n2C)c1 (stereo unspecified),2.3,1,6,-2,-4,1,0,0,0
Cc1ccc(NS(=O)(=O)c2ccc(OCC(=O)NCC3CCCO3)cc2)cc1 (stereo unspecified),2.6,7,10,-15,2,20,3,-8,-5
COc1cc(S(=O)(=O)Nc2ccccc2C(=O)N2CCCC2)ccc1NC(C)=O,1.0,6,4,2,3,-12,1,-11,-2
COc1ccccc1N(C)S(=O)(=O)c1ccc(C(=O)NCC(c2ccco2)N2CCCCC2)cc1 (stereo unspecified),2.2,0,-7,-3,-8,-1,6,-1,-2
COc1cccc(/C=C(/C#N)c2ccc(F)cc2)c1OCc1cccc(C(=O)O)c1,-0.3,13,0,14,0,-10,0,-4,4
CCCN(C(=O)CSc1nc2c(cnn2-c2ccccc2)c(=O)[nH]1)C1CCS(=O)(=O)C1 (stereo unspecified),1.0,-8,-2,-2,-3,15,4,-5,-4
CCOC(=O)C1=C(COC(=O)c2ccccc2OC(F)F)NC(=O)NC1C (stereo unspecified),0.4,0,10,-1,3,-18,4,-7,-7
COCCN(C(=O)COC(=O)CCC(=O)c1cccs1)c1c(N)n(Cc2ccccc2)c(=O)[nH]c1=O,0.9,11,3,-7,-5,20,0,-14,-4
Cc1ccc(S(=O)(=O)N(CC(=O)NCc2ccc(F)cc2)C(=O)N2CCN(C)CC2)cc1,0.0,1,-7,4,4,12,0,-12,3
Cc1cccc(OCC(=O)N2CCN(c3nnc(-c4ccccc4)c4ccccc34)CC2)c1,4.6,-36,-1,-6,-7,9,4,-8,-3
COC(=O)c1sccc1NC(=S)N1CCN(c2cc(C)ccc2C)CC1,0.3,3,1,-11,0,21,1,-5,-1
CCC(C)(C)NC(=O)CN(C(=O)c1snc(C(N)=O)c1N)c1ccc2nc(C)sc2c1,-0.3,0,7,-8,1,12,-2,5,-6
CCOC(=O)C1CCN(C(=O)COC(=O)c2cc(-c3cccs3)nn2-c2ccccc2)CC1,1.1,-4,-3,-7,-5,-4,3,-7,-1
COC(=O)c1ccc(/C=N/NC(=S)NCCN2CCOCC2)cc1,0.9,-4,13,-5,1,4,2,1,-12
Cc1nc2c(C)cccc2c(SC(=N)N)c1CC=C(Cl)Cl,-0.1,4,4,3,1,-6,0,4,-1
COc1cc(C(=O)NC2=NCCS2)ccc1OCc1c(C)noc1C,0.8,-4,-1,0,-1,15,0,2,5
C=C1C(=O)[C@]23C[C@H]1CCC2[C@@]1(C)C(C[C@@H]3O)[C@](C)(C(=O)OC)CC[C@@H]1OC(C)=O (stereo partly specified),6.2,-15,17,29*,11,0,16,58*,-5
CC(=O)c1ccc(NC(=O)CSc2nnc(NC(=O)CN3CCOCC3)s2)cc1,0.8,-4,-2,-14,-1,13,2,4,-4
O=C(O)c1cnc(-c2ccccc2)nc1Sc1cccc(Cl)c1,0.0,-3,5,5,0,-5,0,2,0
CCc1nc2ccc(C(=O)Nc3cccc(NS(C)(=O)=O)c3)cn2c1N(C)CCCc1ccccc1,1.7,-13,3,3,-2,3,7,54*,-8
O=C(O)c1cc(-c2cccc(Cl)c2)nc2nc(N3CCCCC3)sc12,0.3,4,2,-15,-1,31,0,3,-5
CC1=C(C(=O)N(C)C)CC(CC(=O)NC(c2ccccc2)c2ccccc2)C(=O)N1Cc1ccc(F)cc1 (stereo unspecified),-0.2,14,9,-11,1,7,1,1,-2
CN(Cc1ccccc1)C(=O)c1ccc(Nc2nc(C(N)Cc3ccccc3)cs2)nc1 (stereo unspecified),2.2,3,2,4,3,-1,14,8,4
CC(NC(=O)C1CCN(C(=O)c2ccc(F)cc2)CC1)c1ccc(S(N)(=O)=O)cc1 (stereo unspecified),1.1,6,2,-24,-2,15,1,-15,7
CC(CN1CCN(C)CC1)OC(=O)c1ccc(Cl)cc1Cl (stereo unspecified),0.4,3,1,-7,-12,22,0,7,0
CN1C(=O)[C@H]2[C@@H](/C=C/c3ccccc3)N3C(=O)CN(Cc4ccc(-c5ccccc5)cc4)C(=O)[C@@]3(C)[C@H]2C1=O,-0.1,-5,-1,-2,0,10,4,-4,0
COc1cccc2cc(C(=O)NC(C)C3CCCO3)c(=O)oc12 (stereo unspecified),0.1,10,7,-5,1,6,1,1,0
Nc1ccc(O)c2c1C(=O)c1ccccc1C2=O,-0.4,8,9,-6,-4,24,0,0,7
Cc1c(C(=O)N(C)CC(=O)Nc2cccc(F)c2)oc2c(Cl)cccc12,0.2,2,2,-7,1,1,7,-1,4
CC1(C(=O)NS(=O)(=O)c2ccc(Br)cc2)CCN1C(=O)Cc1ccsc1 (stereo unspecified),0.6,-3,6,1,1,-1,1,-4,3
O=C(COC(=O)c1ccccc1F)Nc1cc(S(=O)(=O)N2CCOCC2)ccc1N1CCCC1,4.0,-5,4,-9,-4,28,1,3,-2
COc1ccc(C(=O)NCC(c2ccco2)N2CCc3ccccc32)cc1 (stereo unspecified),-0.7,0,5,-11,-7,18,-2,1,4
CCOC(=O)Cn1c(=O)n(C2CCCC2)c(=O)c2ccccc21,-0.1,1,9,-10,-3,13,-2,9,9
Cc1snc(S(=O)(=O)/C(C#N)=N/Nc2ccc(C(F)(F)F)cc2)c1C#N,1.3,2,0,-10,3,15,1,4,-4
CC(NC(=O)c1ccccc1F)c1ccccc1 (stereo unspecified),0.5,15,1,-1,2,-9,2,-6,2
CCc1cc(CNC(=O)c2ccc(OC3CCN(CCc4ccccc4)CC3)cc2)on1,4.8,-6,3,3,-7,9,4,0,-3
O=C(COc1ccccc1F)OCC(=O)c1ccc([N+](=O)[O-])cc1,-0.1,-4,5,-10,-2,8,0,5,0
CN(C(=O)COC(=O)c1cc([N+](=O)[O-])ccc1N1CCCC1)C1CCS(=O)(=O)C1 (stereo unspecified),9.6,3,4,4,1,11,1,3,-1
O=C(Nc1cccc(Cl)c1)N1CCCCCC1,1.7,0,5,-9,-3,22,1,5,6
CCN(CC)S(=O)(=O)c1ccc2oc(C(=O)N3CCc4ccccc4C3)c(C)c2c1,3.5,-16,12,-2,-3,16,7,7,-12
Clc1ccc(C2CC(c3cccs3)n3ncnc3N2)cc1 (stereo unspecified),2.0,1,6,-7,1,15,3,0,8
O=C(CSc1ccccc1)NCC(c1ccco1)N1CCCCC1 (stereo unspecified),-0.1,4,3,-11,-10,0,0,-14,-8
S=C1NCc2cncnc2N1,0.6,-2,-2,0,2,10,1,-1,-2
CN(C(=O)CSc1nnc(-c2ccco2)n1Cc1ccccc1)C1CCS(=O)(=O)C1 (stereo unspecified),0.0,4,-3,-15,-1,13,1,-3,3
O=C(N/N=C\c1cc([N+](=O)[O-])ccc1N1CCCC1)c1ccccn1,4.3,8,2,3,-2,-7,1,-4,0
CCCCCCCN1C=CC(=O)CC1,-0.2,9,-1,-19,2,12,1,-9,5
N/C(=N\OC(=O)c1ccc2ccccc2c1)c1ccc(Br)cc1,0.4,5,2,-8,-1,20,1,-5,6
O=c1cc(N2CCCCC2)c(-c2ccccc2)nn1Cc1cccc(F)c1,-0.7,6,-11,-4,-3,13,-1,0,11
Cc1cccc(N(Cc2ccccc2)C(=O)CSC(C)C(=O)Nc2cc(C)on2)c1 (stereo unspecified),2.0,-8,-5,-11,-3,12,3,4,0
COc1ccc(NC2CC(=O)N(C(C)C)C2=O)cc1 (stereo unspecified),0.3,-4,-1,-3,1,16,1,2,-2
O=C(OCC(=O)N1CCCC1)c1ccc(NS(=O)(=O)c2cccs2)cc1O,0.9,-1,8,-12,-1,-11,1,3,-6
N#Cc1ccc(S(=O)(=O)NC2CCN(Cc3ccccc3)CC2)cc1,1.8,-11,0,-7,-7,9,4,8,6
# Remaining list, next part
SMILES,M1 ag parental,M4 PAM,CHRM5 antagonist,CHO-K1 Ca antag,M5 ag,CHO-K1 Ca PAM,M4 ag,CHRM4 antagonist,M5 PAM
CC(=O)N1CCOc2ccc(S(=O)(=O)N3CCCCC3)cc21,0.1,6,-5,-8,0,0,2,-15,-3
CCC(=O)Nc1cc(C)c(NC(=O)C23CC4CC(CC(C4)C2)C3)cn1,0.1,-5,-1,0,-5,10,1,5,-5
Cc1ccc(S(=O)(=O)N2CCC(C(=O)Nc3ccc4c(c3)COC4=O)CC2)cc1,4.0,-2,-9,-4,3,5,6,-5,-1
CC12CC3CC(C)(C1)CC(C(=O)NNC(=O)c1ccncc1)(C3)C2,1.2,4,-6,-12,-3,7,2,2,5
COc1cc(NC(=O)C2CCCN2S(=O)(=O)c2cccc3cccnc23)cc(OC)c1OC (stereo unspecified),0.5,9,0,-8,2,19,1,-17,-1
COc1ccccc1NC(=O)CCN1C(=O)/C(=C/c2cc(OC)c(OC)c(OC)c2)SC1=S,0.3,-3,-1,-7,2,9,2,0,3
CC(C)CCN1CCN(Cc2ccc(Oc3ncccn3)cc2)CC1CCO (stereo unspecified),2.1,-12,-5,-20,-7,28,1,-9,12

# In the list so far, three have a cyano group:
SMILES,M1 ag parental,M4 PAM,CHRM5 antagonist,CHO-K1 Ca antag,M5 ag,CHO-K1 Ca PAM,M4 ag,CHRM4 antagonist,M5 PAM
COc1cccc(/C=C(/C#N)c2ccc(F)cc2)c1OCc1cccc(C(=O)O)c1,-0.3,13,0,14,0,-10,0,-4,4
Cc1snc(S(=O)(=O)/C(C#N)=N/Nc2ccc(C(F)(F)F)cc2)c1C#N,1.3,2,0,-10,3,15,1,4,-4
N#Cc1ccc(S(=O)(=O)NC2CCN(Cc3ccccc3)CC2)cc1,1.8,-11,0,-7,-7,9,4,8,6

# Compound activity as filed in PubChem.
